CF NFkB block: cystic fibrosis NF-kB activation inhibition. KKLEB NF-kB-GFP reporter, PAF-induced, GFP fluorescence overnight. inhibition, % at 5 µM. 360,000 tested, 0.86% active;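 active = at least 50% inhibition at 5 µM, scaled per plate between neutral and stimulator controls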;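 also: PAF is a Pseudomonas aeruginosa culture filtrate used as stimulus; plate controls were PAF-stimulated DMSO wells for no effect and unstimulated DMSO wells for full effect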
KKLEB tox: counter-screen for CF NF-kB inhibitors: cytotoxicity | 360,000 tested, 0.36% active | activity change (cytotoxicity), % at 5 µM | KKLEB CF airway cells viability, ATPlite luminescence, overnight; hits give low values; cells stimulated with P. aeruginosa culture filtrate;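 active = corrected activity change at or below -50% at 5 µM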
Shn3 inh set2: reduces Shn3 3'UTR luciferase signal in osteoblasts; inhibition, % at 12.5 µM; 360,000 tested, 0.52% active; Clone20 osteoblast Shn3 3'UTR firefly luciferase, 24 h;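 active = mean inhibition of at least 75% with every replicate also reaching 75%; inconclusive = mean inhibition at least 75% but some replicate below; inactive = mean inhibition below 75%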;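 also: 0% = median of neutral control wells and 100% = pilot-screen positive control compound; some compounds past the cut are filed as inactive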
LMP1 NFkB inh: reduces LMP1-driven NF-kappaB luciferase signal. LMP1-induced NF-kappaB luciferase reporter cells, luminescence. inhibition, % at 12.5 µM. 350,000 tested, 0.69% active; in the data active = inhibition above about 41%; inconclusive = no clear call, values can overlap the other calls;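 also: 0% = neutral control wells and 100% = reference inhibitor control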
TROY NFkB inh: TROY signaling inhibition. AID 1347056. Q293 LMP1-TROYcd NF-kB luciferase reporter, 4 h. 360,000 tested, 0.98% active. inhibition, % at 10 µM;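 active = compounds whose plate-normalised and pattern-corrected inhibition of the luciferase reporter signal at the single screening dose is 50% or more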
C8 TRAIL sens: sensitizes caspase-8 expressing cells to TRAIL. NB7+C8 cells + TRAIL, ATPlite viability luminescence. inhibition (viability loss, TRAIL sensitization), % at 10 µM. 360,000 tested, 1% active. AID 624354;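 active = compounds causing at least 50% loss of cell viability in the single-dose screen, relative to plate controls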
SRC1 inh: inhibitors of human steroid receptor coactivator 1 (SRC1) | Q15788 | HEK293 GAL4-SRC1 luciferase reporter, luminescence | inhibition, % at 3.6 µM | 360,000 tested, 0.12% active;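 active = inhibition above the campaign mean plus 3 SD, with each screening campaign given its own cutoff, cut at about 60% in these data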;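 also: 0% = DMSO treated cells and 100% = gossypol at 36 µM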
COUP-TFII inh: blocks human COUP-TFII nuclear receptor; AID 686940; P24468; HEK293T NGFI-A luciferase reporter, luminescence; inhibition, % at 8.6 µM; 370,000 tested, 0.7% active;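 active = inhibition above a per-plate cutoff, mean inhibition of test wells between control levels plus 3 SD, cut at about 38% in these data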;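 also: cells cotransfected with COUP-TFII expression vector driving the NGFI-A reporter; 0% = median of COUP-TF2 test wells and 100% = reporter-only cells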
Target sequence (P24468 whole entry, looked up): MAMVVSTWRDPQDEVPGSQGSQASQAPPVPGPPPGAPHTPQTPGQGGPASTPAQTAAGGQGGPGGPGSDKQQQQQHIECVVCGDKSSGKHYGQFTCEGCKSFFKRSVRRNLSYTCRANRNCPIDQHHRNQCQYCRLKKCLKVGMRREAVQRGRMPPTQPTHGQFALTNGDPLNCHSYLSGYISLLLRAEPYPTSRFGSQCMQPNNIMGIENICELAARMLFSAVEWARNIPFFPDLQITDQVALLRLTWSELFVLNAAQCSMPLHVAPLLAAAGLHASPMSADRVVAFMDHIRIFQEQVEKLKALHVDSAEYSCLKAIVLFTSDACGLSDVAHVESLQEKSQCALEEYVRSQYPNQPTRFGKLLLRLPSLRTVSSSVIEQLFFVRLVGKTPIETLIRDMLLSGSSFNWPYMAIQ
TWEAK Fn14 block: blocks TWEAK-Fn14 interaction in a reporter cell assay | TWEAK-stimulated Fn14 reporter cells, luciferase luminescence, 8 h | AID 1159606 | inhibition, % at 10 µM | 360,000 tested, 2% active; in the data active = inhibition above about 50%
NCOA3 inh: inhibitors of human steroid receptor coactivator 3 (SRC3). Q9Y6Q9. HEK293 GAL4-SRC3 luciferase reporter, luminescence. inhibition, % at 3.6 µM. 360,000 tested, 0.17% active. AID 588352;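 active = inhibition above a per-campaign cutoff, the mean of all compounds plus 3 SD, cut at about 60% in these data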;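 also: 0% = DMSO-treated cells and 100% = gossypol-treated cells at 36 µM; higher means less SRC3-driven luciferase light from the GAL4 reporter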
NR5A2 inv ag: inverse agonists of human LRH-1 (NR5A2); O00482; HEK293T StAR-luciferase reporter, LRH-1 transfected, 24 h; inhibition, % at 3.6 µM; 360,000 tested, 0.13% active;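 active = inhibition above the mean inhibition of all tested compounds plus 3 SD, cut at about 73% in these data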;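 also: 0% = DMSO wells and 100% = reporter-only cells lacking LRH-1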
Target sequence (O00482 whole entry, looked up): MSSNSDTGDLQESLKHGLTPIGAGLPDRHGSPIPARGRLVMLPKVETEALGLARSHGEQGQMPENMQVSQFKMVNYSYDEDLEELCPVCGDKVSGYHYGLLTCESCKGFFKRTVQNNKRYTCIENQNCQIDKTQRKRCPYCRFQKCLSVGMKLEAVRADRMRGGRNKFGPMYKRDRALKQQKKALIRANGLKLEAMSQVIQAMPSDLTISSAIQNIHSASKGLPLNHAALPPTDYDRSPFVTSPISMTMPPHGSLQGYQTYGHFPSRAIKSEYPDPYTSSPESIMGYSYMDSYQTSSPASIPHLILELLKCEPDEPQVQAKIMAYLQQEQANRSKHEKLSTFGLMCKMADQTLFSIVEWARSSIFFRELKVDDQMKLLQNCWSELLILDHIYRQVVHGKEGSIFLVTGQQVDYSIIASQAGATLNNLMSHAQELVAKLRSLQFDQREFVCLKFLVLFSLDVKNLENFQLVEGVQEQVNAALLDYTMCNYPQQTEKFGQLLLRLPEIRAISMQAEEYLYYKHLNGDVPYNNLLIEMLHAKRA
* = called active by the depositor; ? = inconclusive; / = not tested or not shown. A portion of the library (hit frequency here may not be typical).

cpd	structure	CF NFkB block	KKLEB tox	Shn3 inh set2	LMP1 NFkB inh	TROY NFkB inh	C8 TRAIL sens
1	Cc1[nH]c2ccc(C(=O)NCc3ccccn3)cc2c1C	-8	-1	-59	-9	-6	3
2	COc1ccc(Br)cc1CN(C)CC(=O)Nc1cccc(S(=O)(=O)N2CCCC2)c1	22	-7	37	7	2	10
3	Cc1c(Cl)c([N+](=O)[O-])nn1CCCC(=O)Nc1ccc(Cl)cc1Cl	18	-20	-16	-9	-16	-7
4	Cc1ccc(S(=O)(=O)Nc2ccc3c(c2)CC(=O)N([C@H](C)CO)C[C@H](C)[C@H](CN(C)Cc2ccc4c(c2)OCO4)O3)cc1	10	6	10	-11	13	-12
5	Cc1ccc(S(=O)(=O)N2[C@@H](c3ccc(Br)cc3)C(C(=O)O)=CC[C@H]2c2ccc(C(C)C)cc2)cc1	48	6	-11	3	70*	3
6	O=C(O)c1cccc(-n2cccc2/C=C2/NC(=O)N(c3cccc(Cl)c3)C2=O)c1	22	4	3	3	-8	8
7	Cc1cc2ncc(-c3ncc(C(F)(F)F)cc3Cl)cn2n1	3	6	-27	37	44	58*
8	Cc1nc2ccc(C(=O)OCc3ccccc3Br)cc2nc1C	10	-9	-89	-15	-55	-11
9	O=C(C1COc2ccccc2O1)N1CCN(c2nc3ccc([N+](=O)[O-])cc3s2)CC1 (stereo not drawn)	5	7	-19	2	23	0
10	CCc1nnc(NS(=O)(=O)c2ccc(N/C=C\C(=O)c3ccc4ccccc4c3)cc2)s1	6	6	3	-1	0	11
11	CCOc1ccc(C2/C(=C(/O)c3ccc4c(c3)CC(C)O4)C(=O)C(=O)N2CCCn2ccnc2)cc1OCC (stereo not drawn)	-12	-7	-35	-1	12	3
12	CC(Oc1ccccc1)C(=O)N=Nc1c(O)[nH]c2ccc([N+](=O)[O-])cc12 (stereo not drawn)	-25	1	5	-5	14	-1
13	CNc1ccc(Br)cc(C(=O)/C=C/c2cccc(Cl)c2Cl)c1=O	46	-20	-1	?	7	5
14	COC(=O)CSc1nc2nc(C)cc(C)n2n1	-24	-4	-4	-15	7	-7
15	O=[N+]([O-])c1ccc(NC(=S)NCCc2ccc(Cl)cc2)cc1	29	-38	-1	1	57*	42

cpd	SRC1 inh	COUP-TFII inh	TWEAK Fn14 block	NCOA3 inh	NR5A2 inv ag
1	-22	-10	-9	-25	-15
2	-3	22	-1	-6	0
3	11	-14	-2	17	10
4	2	-2	-2	-10	-2
5	7	-1	21	-8	-5
6	5	1	58*	4	-28
7	-106	-41	84*	-53	-105
8	-9	6	-27	8	-5
9	-8	7	-8	8	-10
10	-22	-12	2	-2	-33
11	12	22	-5	5	-25
12	3	5	-2	1	-7
13	-17	-5	38	7	3
14	-11	13	-2	-4	-3
15	7	4	60*	19	9

Arranged by length of the SMILES (low to high): some entries from above
cpd	structure	CF NFkB block	KKLEB tox	Shn3 inh set2	LMP1 NFkB inh	TROY NFkB inh	C8 TRAIL sens
1	Cc1[nH]c2ccc(C(=O)NCc3ccccn3)cc2c1C	-8	-1	-59	-9	-6	3
13	CNc1ccc(Br)cc(C(=O)/C=C/c2cccc(Cl)c2Cl)c1=O	46	-20	-1	?	7	5
12	CC(Oc1ccccc1)C(=O)N=Nc1c(O)[nH]c2ccc([N+](=O)[O-])cc12 (stereo not drawn)	-25	1	5	-5	14	-1
6	O=C(O)c1cccc(-n2cccc2/C=C2/NC(=O)N(c3cccc(Cl)c3)C2=O)c1	22	4	3	3	-8	8
10	CCc1nnc(NS(=O)(=O)c2ccc(N/C=C\C(=O)c3ccc4ccccc4c3)cc2)s1	6	6	3	-1	0	11
5	Cc1ccc(S(=O)(=O)N2[C@@H](c3ccc(Br)cc3)C(C(=O)O)=CC[C@H]2c2ccc(C(C)C)cc2)cc1	48	6	-11	3	70*	3

cpd	SRC1 inh	COUP-TFII inh	TWEAK Fn14 block	NCOA3 inh	NR5A2 inv ag
1	-22	-10	-9	-25	-15
13	-17	-5	38	7	3
12	3	5	-2	1	-7
6	5	1	58*	4	-28
10	-22	-12	2	-2	-33
5	7	-1	21	-8	-5

More results follow.
cpd	structure	CF NFkB block	KKLEB tox	Shn3 inh set2	LMP1 NFkB inh	TROY NFkB inh	C8 TRAIL sens
16	CC(=O)N1CCN(c2ccc(NCc3ccc4c(c3)OCO4)cc2)CC1	-22	8	-5	-2	10	-1
17	Cc1ccc2occ(C3N[C@H](C(=O)O)CS3)c(=O)c2c1 (stereo partly drawn)	-4	-2	-18	-8	-24	-14
18	NC(=O)C1CCN(C(=O)CSc2nc3ccccc3s2)CC1	-9	4	-13	0	-12	-9
19	CCN1C(=S)SC(=O)C1=C1C=C(C)N(CCO)C(C)=C1	6	1	-89	-23	-1	1
20	COc1ccc(-c2c(C#Cc3ccsc3)c3cc(-c4ccc(OC)nc4)ccc3n2C)cc1	-13	-4	8	-20	-1	-3
21	COc1cc2c(cc1OC)CN(S(=O)(=O)c1cccs1)CC2	22	-10	1	-2	20	-6
22	COc1ccc(NC(=O)CNc2cccc(C#N)c2)cc1Cl	4	4	-7	-8	-5	7
23	Cc1c(-n2c(SCC(=O)NC(C)C)nc3ccccc3c2=O)c(=O)n(-c2ccccc2)n1C	7	3	-6	-7	-7	-6
24	Cc1ccc(OCc2ccoc2C(=O)O)cc1C	-13	-14	-16	-5	-9	-6
25	CC(CCc1ccco1)NC(=O)Cn1nc(Cc2ccncc2)c2ccccc2c1=O (stereo not drawn)	13	-3	4	-3	2	9
26	Cc1c(NC(=O)c2cc3nc(-c4ccccc4)cc(C)n3n2)c(=O)n(-c2ccccc2)n1C	4	13	-9	-7	-3	-5
27	Oc1ccccc1Cn1c(-c2ccccc2O)nc2ccccc21	2	15	8	-8	18	6
28	CCCCNc1c(NC(C)=O)c(=O)oc2ccccc12	15	-9	-5	-9	12	4
29	Cc1ccc(S(=O)(=O)NNC(=O)NC23CC4CC(CC(C4)C2)C3)cc1	-10	-3	0	1	3	-2
30	COc1ccccc1Nc1nnc(SCC(=O)Nc2nc(-c3ccc(F)cc3)cs2)s1	3	-5	30	-64	-1	6

cpd	SRC1 inh	COUP-TFII inh	TWEAK Fn14 block	NCOA3 inh	NR5A2 inv ag
16	17	11	-12	-13	17
17	-4	12	41	7	2
18	-19	-30	-3	-19	-1
19	-118	-64	1	-60	-127
20	-6	4	-34	10	3
21	0	-14	9	-6	-17
22	-45	12	-7	11	14
23	-16	-11	8	-8	10
24	-38	0	-14	-8	-27
25	2	10	7	-3	2
26	-8	-13	16	1	-2
27	9	3	13	4	20
28	7	-3	1	11	-11
29	15	9	16	12	14
30	-31	19	-22	-6	5

Next part.
cpd	structure	CF NFkB block	KKLEB tox	Shn3 inh set2	LMP1 NFkB inh	TROY NFkB inh	C8 TRAIL sens
31	COc1ccc(CSCC(=O)Nc2ccccc2)cc1[N+](=O)[O-]	11	0	-6	2	18	-11
32	COc1ccc2c3c([nH]c2c1)C(C)N(C(C)=O)CC3 (stereo not drawn)	-3	-5	4	9	6	-2
33	CC[C@H](C)Cc1cn([C@@H](CCCN=C(N)N)C(=O)NCCCCCCCCCCC(=O)N2CCNCC2)nn1	-8	0	-82	-6	-12	-10
34	CC1(C)c2ssc(=S)c2-c2ccccc2N1C(=O)c1ccco1	13	-11	8	-23	4	-5
35	CCOc1ccc(NC(=O)CCN2C(=O)c3ccccc3C2=O)cc1	-5	-6	-12	0	2	1
36	C[C@H](NC(=O)[C@@H]1CSC2c3ccccc3C(=O)N21)C(=O)NC1CCCCC1 (stereo partly drawn)	-18	-2	15	-12	11	2
37	CCn1c(C)c(CCC(=O)O)c(=O)n2nc(-c3ccccc3OC)cc12	-16	3	6	-1	-12	-10
38	Cc1cc(C)c(C(=O)/C=C/c2cccs2)c(=O)[nH]1	6	0	-29	12	10	-6
39	CCOC(=O)CC1C(=O)NCCN1C(=O)Nc1ccccc1 (stereo not drawn)	6	2	-1	2	14	-1
40	Cc1sc2nc(CN3CCOCC3)nc(NS(=O)(=O)c3cc(Cl)ccc3Cl)c2c1C	9	12	-7	-2	4	15
41	COCCN(C(=O)COC(=O)/C=C/c1ccc2ccccc2n1)c1c(N)n(Cc2ccccc2)c(=O)[nH]c1=O	33	-6	-23	16	-23	3
42	CC1SCC(=O)N(CC(=O)Nc2ccc3c(c2)OCCO3)C1=O (stereo not drawn)	0	3	8	-6	-23	3
43	COc1cccc(C(O)c2ncc(-c3ccccc3)[nH]2)c1 (stereo not drawn)	3	-11	-114	/	-27	3
44	CCOC(=O)C1=C(CSc2nc(CC)c(C)cc2C#N)OC(N)=C(C#N)C1c1ccc(OC)cc1 (stereo not drawn)	7	-4	4	-2	-14	-1
45	CC(=O)c1ccc(-c2cnc3c(NC=O)cc(-c4ccc(S(C)(=O)=O)cc4)cn23)cc1	41	-21	36	/	16	16

cpd	SRC1 inh	COUP-TFII inh	TWEAK Fn14 block	NCOA3 inh	NR5A2 inv ag
31	-36	-38	12	-5	-3
32	3	7	8	-7	0
33	1	-6	-3	5	-17
34	-11	2	25	21	-5
35	0	-2	-18	2	-4
36	-4	11	-11	0	10
37	-1	-2	7	-4	2
38	-25	4	46	5	0
39	-13	-4	-2	-5	1
40	-1	7	-14	6	6
41	-18	5	15	-6	-3
42	-2	3	-3	9	18
43	-31	-32	-16	-29	-39
44	-25	-7	-2	-12	-20
45	0	0	-7	-26	64

Screens deposited in PubChem BioAssay by several laboratories.
